# mouse EphA4 binding: inhibitors of EphA4 binding to KYL peptide, primary screen, biochemical, colorimetric, mouse EphA4 (AID 689); EphA4-AP binding to KYL peptide, pNPP A405; higher % means a stronger effect; 62,000 compounds, 0.1% hits; inhibition, % at 10 µM, or IC50 in µM where a hit was titrated; in the data active means a potency from the dose series; inactive means the rest, 99 in 100 with inhibition below about 22%
# Numbers without * were called inactive; & = joins results of further samples. Some of the compounds tested; the hit share may differ from the screen's.
SMILES,mouse EphA4 binding
Cc1cc(C)cc(N2C(=O)NC(=O)/C(=C\c3ccccc3C)C2=O)c1,-5.3%
Cc1nn(-c2ccccc2)c2sc(C(=O)n3cccn3)cc12,-15.0%
COc1ccc(-c2nnc(SCC(=O)N3CCOCC3)o2)cc1,-2.7%
c1ccc(-c2ccnc3nc(-n4cccc4)nn23)cc1,6.8%
CC(=O)N1CCN(C(=O)Cn2c(=O)oc3ccccc32)CC1,-8.8%
Cn1c(C(C#N)C(=O)c2ccco2)nc2ccccc21 (stereo not drawn),-0.9%
O=C1NC(=O)N(c2cccc(Br)c2)C(=O)/C1=C/c1ccc(O)c(Cl)c1,-6.1%
Cc1ccc(SC(C)C(=O)Nc2ccc(S(=O)(=O)N3CCOCC3)cc2)cc1 (stereo not drawn),10.5%
CCOc1cc(N2CCOCC2)c(OCC)cc1NC(=O)Cc1cccc(OC)c1,-6.6%
O=C(Nc1nnc(-c2ccccc2SCc2ccccc2)s1)Nc1ccccc1F,-5.3%
CN(C)S(=O)(=O)c1cccc(C(=O)N2CCN(Cc3ccccc3)CC2)c1,-7.4%
COc1cc(-c2nnn(CC(=O)NC3CCS(=O)(=O)C3)n2)ccc1OCc1ccccc1 (stereo not drawn),-36.8%
CC(C)[C@@H]1CC[C@@H](C)c2c(-c3ccccc3)n[nH]c21,14.3%
Cc1cc(C)n2nc(CC(=O)NC3CCCCCC3)nc2n1,1.1%
CCN1C2=C(C(=O)CCC2)C(c2ccc(O)c(Br)c2)C2=C1CCCC2=O,-7.2%
CCCCn1nc2cc(C(=O)NC[C@@H]3CCCO3)ccc2c1OCC,-20.1%
COc1ccc(CC(=O)NCc2ccc3c(c2)OCO3)cc1,-10.2%
COc1cc(/C=C/c2c([N+](=O)[O-])c(=O)n(C)c(=O)n2C)cc(OC)c1OC,1.8%
Cc1cccc(NC(=O)CCCN2C(=O)c3cccc4cccc(c34)C2=O)c1,-6.4%
CSc1nc(N)nc(SCC(=O)OC(C)C)c1C#N,-2.6%
CCCOc1ccc(-c2nn(-c3ccccc3)cc2/C=C2\SC(=S)N(C3CCS(=O)(=O)C3)C2=O)cc1 (stereo not drawn),12µM*
COc1ccc(-c2csc(Nc3cccnc3)n2)cc1OC,-9.3%
COc1ccc(C2CC(=O)n3c(nc4ccccc43)S2)cc1OC (stereo not drawn),-9.2%
O=[N+]([O-])c1c(C(Cl)Cl)nn(-c2ccccc2)c1N1CCCC1,-7.5%
CCOc1nc(Nc2ccc(OC)c(Cl)c2)nc(OCC)n1,-2.4%

# Additional records
SMILES,mouse EphA4 binding
O=C(NC(=O)c1ccccc1)OCC1CCCN2CCCCC12 (stereo not drawn),4.8%
COc1ccc(NC(=O)c2nc[nH]c2C(=O)Nc2ccccc2C)cc1,-13.9%
CN(CC(=O)Nc1ccc2c(c1)OCCO2)S(=O)(=O)c1cccc2cccnc12,-2.6%
COc1ccc(N2C(=O)c3ccccc3NC2c2ccc(OC)c(CSc3ccccn3)c2)cc1 (stereo not drawn),2.5%&-17.4%
CC1(C)CC2CC(C)(CN2C(=O)c2cc(-c3ccccc3O)on2)C1 (stereo not drawn),2.4%
CC(=O)c1ccc(NC(=O)c2sc3ccccc3c2Cl)cc1,10.3%
COc1cc(NC(=S)NC(C)=O)ccc1NC(=O)C(C)C,-10.2%
C1CCN(c2nc(N3CCCCC3)nc(N3CCNCC3)n2)CC1,-22.8%
CS(=O)(=O)N1CCCC(C(=O)NCCc2ccc(Cl)cc2)C1 (stereo not drawn),8.6%
O=c1[nH]c(/C=C\c2ccccc2Cl)c([N+](=O)[O-])c(=O)[nH]1,15.8%
Cc1cc(=O)oc2cc(NC(=O)C3CC(=O)N(Cc4ccccc4)C3)ccc12 (stereo not drawn),13.6%
O=C(CSc1ncccn1)Nc1ccc(N2CCOCC2)cc1,-5.4%
O=S1(=O)N=C(Nc2cccc(Cl)c2)c2ccccc21,-11.2%
CC(=O)CCc1c(C)[nH]c2ccc(NC(C)=O)cc2c1=O,-11.9%
C(=N\n1cnnc1)/c1cc2ccccc2[nH]1,-12.0%
Cc1cc(Cl)ccc1NC(=O)CN1CCC(C(O)(c2ccccc2)c2ccccc2)CC1,-16.0%
Fc1ccccc1N1CCN(CCCNc2ccc3nncn3n2)CC1,-5.7%
Cc1ccc(C2N(c3ccc(F)cc3)C(=O)C3CCCN32)cc1 (stereo not drawn),-1.0%
Cc1ccc(C)c(C(=O)CSc2ncn[nH]2)c1,8.5%
Cc1sc2nc(C)n(CCO)c(=O)c2c1C,-6.3%
O=C(NCCc1ccccc1)c1nn2c(c1Br)NC(c1ccccc1)CC2C(F)(F)F (stereo not drawn),-6.4%
Cc1cc(C)n2nc(SCN3C(=O)c4ccccc4C3=O)nc2n1,5.3%
CCOC(=O)c1ccc2c(c1)nc(SCC(=O)c1ccco1)n2CC,1.6%
CCOC(=O)CSc1nc2cc(C)ccc2cc1C#N,-11.7%
CN(C)c1oc(-c2ccccc2Cl)nc1S(=O)(=O)c1ccccc1,-4.7%

# Following part.
SMILES,mouse EphA4 binding
CSc1nc(Cl)cc(N(CCO)CCO)n1,6.0%
COc1cc(SC)ccc1C(=O)N(C)Cc1ccccc1,-5.9%
c1cc(Nc2ncnc3sccc23)cc(-c2nnc3n2CCCCC3)c1,5.0%
Cc1ccc(-c2ccc(/C=N/NC(=O)CN3CCCC3)o2)cc1Cl,-14.0%
O=S(=O)(/C=C/c1ccccc1)NCCc1ccccn1,-7.8%
COc1cccc(NC(=O)/C(NC(=O)c2ccccc2)=C2\c3ccccc3-c3ccc([N+](=O)[O-])cc32)c1,4.1%
Cc1coc2c1c(C)cc1oc(=O)c(Cc3ccccc3)c(C)c12,-1.7%
O=C(CSc1cccs1)Nc1ccc2ccccc2c1,3.9%
COC(=O)c1ccc(C)c(N(CCO)CCO)c1,2.2%
COc1ccc2[nH]cc(C(=O)CN3CCN(C4CCCCC4)CC3)c2c1,-7.9%
O=C(CCc1nc2ccccc2[nH]c1=O)OCC(=O)c1cccc2ccccc12,-7.9%
CC(=O)Oc1ccc2c(=O)c(-c3nc4ccccc4[nH]3)c(C)oc2c1,-3.5%
CCSC1=C(C#N)C2(CCCCC2)C(C#N)=C(N)N1,-11.3%
CCOCCCNC(=O)NC12CC3CC(CC(C3)C1)C2,-1.8%
CC(C)(C)NC(=S)NC12CC3CC(CC(C3)C1)C2,0.2%
CN1CCN(C(=O)C(C(=O)c2ccc(F)cc2)n2ccccc2=O)CC1 (stereo not drawn),-6.7%
CC(C)(C)C(=O)Nc1ccc(N2CCCC2)cc1,-4.1%
CC(C)CNC(=O)NC(=O)COc1c(F)c(F)cc(F)c1F,-7.4%
CC(C)C[C@H](NC(=O)NCCc1ccc(Cl)cc1)C(=O)O,-9.0%
CN1CCOCCOCCN(C)C(=O)N2CCOCCOCCN(CCOCC2)C1=O,-0.6%
Cc1ccc(C)c(NC(=S)NC(NC(=O)/C=C/c2ccccc2)C(Cl)(Cl)Cl)c1 (stereo not drawn),0.3%
Clc1ccc(CO/N=C/c2c(-c3ccccc3)nc3n2CCS3)c(Cl)c1,-1.6%
COc1ccc(/C=N/n2c(C)nnc2C)c(OC)c1OC,-17.8%&21.8%
Cc1ccc(-c2nnc(SCc3nc4ccccc4[nH]3)n2Cc2ccco2)cc1,-4.4%
Cn1c(Cc2ccc3c(c2)OCO3)nnc1SCC(=O)N1CCc2ccccc2C1,-7.0%

# Exported field by field: 3 of the compounds above
> COc1ccc(-c2csc(Nc3cccnc3)n2)cc1OC
  mouse EphA4 binding: -9.3%

> Cc1ccc(C)c(NC(=S)NC(NC(=O)/C=C/c2ccccc2)C(Cl)(Cl)Cl)c1 (stereo not drawn)
  mouse EphA4 binding: 0.3%

> CCOC(=O)c1ccc2c(c1)nc(SCC(=O)c1ccco1)n2CC
  mouse EphA4 binding: 1.6%

# Next section:
SMILES,mouse EphA4 binding
Cc1cccc(NC(=O)COc2ccccc2)n1,-5.7%
O=C1OCc2cccc3cccc1c23,-1.3%
O=C(CN1CCC(n2nnc3cc(F)ccc32)CC1)N1CCc2ccccc2C1,-12.3%
COCCN1Cc2cccc(C(=O)Nc3c(C)cccc3C)c2C1=O,1.0%
O=C(O)c1ccc(/C=N/N2CCN(Cc3ccc(Cl)cc3)CC2)cc1,-7.5%
O=c1/c(=C/c2cn(-c3ccccc3)nc2-c2ccc(F)cc2)sc2nc3ccccc3n12,-6.9%
Cc1cc(NC(=O)CSc2ccc3nnc(-c4cccs4)n3n2)no1,0.3%
O=C1c2cccc3cccc(c23)C(=O)N1CCCCO,-4.1%
COc1ccc(C(=O)N2CCN(Cc3ccccc3)CC2)cc1[N+](=O)[O-],2.5%
Cc1ccc(-n2nnnc2SCC(=O)Nc2ccccc2N2CCCCC2)cc1C,27.4%
COC(=O)c1ccc(-c2ccc(C=C3C(=O)N(C)C(=O)N(C)C3=O)o2)cc1,-4.0%
Cc1cccc(/C=N\Nc2cn[nH]c(=O)c2Cl)c1,3.4%
Cc1ccc2c(c1)N(CCC(=O)NCc1cccnc1)C(=O)CO2,-2.5%
COc1ccc(CN2CN(C(C)C)CSC2=S)cc1,-10.1%
CNc1nc(Sc2ccc(C)cc2)cc(C(F)(F)F)n1,-8.1%
Cc1ccc(Oc2ncccc2/C=N/O)cc1,-5.5%
CCc1nc2c(c(=O)[nH]1)C1(CCCC1)Cc1ccccc1-2,-4.9%
CCSc1nnc(NC(=O)C(CC)(C(F)(F)F)C(F)(F)F)s1,-7.4%
CC(C)(C)c1ccccc1N=Cc1ccc2ccccc2n1,-0.1%
O=C(Nc1ccc(Cl)cn1)c1ccc(OCc2ccccc2)cc1,2.1%
COc1cccc(OCC(=O)NC2CCCCC2)c1,-0.2%
COc1ccc(OC)c(S(=O)(=O)n2nnc3ccccc32)c1,-16.5%
COc1ccc(C(=O)c2ccc(Cl)cc2)c2ccccc12,10.3%&-9.0%
COc1ccc(C2Nc3ccccc3C(=O)N2Cc2ccccc2)cc1Cn1nc(C)c([N+](=O)[O-])c1C (stereo not drawn),-12.5%
O=S(=O)(c1cccc(-n2cnnn2)c1)N1CCOCC1,-7.0%

# Next section.
SMILES,mouse EphA4 binding
COc1cc(C)c2occ(/C(C)=N\O)c2c1,-9.9%
COc1ccc2nc(C)cc(SCC(=O)Nc3c(C)cc(C)cc3C)c2c1,-0.4%
COc1ccc(OC)c(N(CC(=O)NCc2ccccn2)S(C)(=O)=O)c1,-8.0%
O=C(COc1ccc2c(c1)CCC2)N1CCc2ccccc21,-5.5%
CCOC(=O)Nc1sc(C(=O)N(C)C)c(C)c1C(=O)OCC,-11.9%
COc1ccc(/C=C(\NC(=O)c2ccccc2)C(=O)N/N=C/c2ccncc2)cc1,-3.5%
CCC(C)NC(=O)N[C@@H](Cc1ccccc1)C(=O)O (stereo partly drawn),-1.1%
CCCn1c(=O)c2ccccc2n2c(SCC(=O)c3cc(C)n(CC4CCCO4)c3C)nnc12 (stereo not drawn),-2.5%
CCOc1ccc(NC(=O)N2CCC(c3ccc(C)cc3)C2)cc1 (stereo not drawn),-6.2%
CCN(CC)CCNc1ncnc2c1sc1nc(N3CCOCC3)c3c(c12)CC(C)(C)SC3,-18.7%
Cc1cccc(C2CC(c3ccc(F)cc3)Nc3nc(N)nn32)c1 (stereo not drawn),-4.7%
CCN1CCN(C(=O)c2cc(-c3cccnc3)nc3ccc(Br)cc23)CC1,1.0%
Cc1c(C(=O)N2CCOCC2)sc2ncnc(N3CCc4ccccc4C3)c12,0.2%
Cc1ccc(S(=O)(=O)N2CCN(C(=O)CSc3ncc(C(F)(F)F)cc3Cl)CC2)cc1,-0.8%
COc1ccc(N2C(=O)CC(Cc3ccc(Cl)cc3)C2=O)cc1 (stereo not drawn),-10.7%
COc1cccc(/C=N/NC(=O)CSc2nnc(C)n2-c2ccccc2)c1O,-3.7%
COc1ccc(C(NC(N)=O)c2ccccc2)cc1 (stereo not drawn),-11.4%
O=C(Nc1ccccc1)Nc1nnc(C23CC4CC(CC(C4)C2)C3)s1,-2.1%
CC(C)CC(NC(=O)c1ccco1)C(=O)O (stereo not drawn),-6.1%
CCCCOc1ccc(C(=S)N2CCOCC2)cc1,-14.8%
CSc1nnc([C@H](C)NC(=O)OC(C)(C)C)o1,-11.3%
COc1ccc2c(c1)c(C(=O)CN1CCC(C(N)=O)CC1)c(C)n2C,-7.5%
CCOC(=O)CSc1nnc(Cc2ccccc2)n1Cc1ccco1,0.0%
Cc1cc(NC(=O)NC2CCCN2S(=O)(=O)c2ccc(Cl)cc2)no1 (stereo not drawn),-2.4%
O=C(Nc1cccc(F)c1)OC(CN1CCCCC1)C(F)(F)F (stereo not drawn),-0.6%

# Arranged by the number under mouse EphA4 binding (low to high): some entries from above.
SMILES,mouse EphA4 binding
CC(C)CC(NC(=O)c1ccco1)C(=O)O (stereo not drawn),-6.1%
Cc1cc(NC(=O)NC2CCCN2S(=O)(=O)c2ccc(Cl)cc2)no1 (stereo not drawn),-2.4%
CCN1CCN(C(=O)c2cc(-c3cccnc3)nc3ccc(Br)cc23)CC1,1.0%

# Further results
SMILES,mouse EphA4 binding
Cc1ccc(N2CCN(C(=O)c3ccccc3NC(=O)/C=C\C(=O)O)CC2)cc1,2.9%
COc1cc(-c2nc3c(c(C)nn3-c3ccccc3)c3cc(OC)c(OC)cc23)ccc1O,-1.7%
Cc1ccc(OCC(=O)N/N=C/c2cn[nH]c2-c2ccc(Cl)c(Cl)c2)cc1,-5.3%
Oc1ccccc1-c1nc(N2CCN(Cc3ccccc3)CC2)c2ccccc2n1,18.3%
NC(=O)C(=O)NCc1ccc(Cl)cc1,-4.7%
CC(C)CC(NC(=O)C(NC(=O)OC(C)(C)C)C(C)C)C(=O)N1CCCC1C(N)=O (stereo not drawn),-7.9%
COCCNC(=O)c1cn(C)c(=O)c2cc(OC)c(OC)cc12,-2.6%
CCN1C(=O)C(NC(C)=O)c2cc(OC)ccc21 (stereo not drawn),-0.7%
O=C1CSC(c2cn(-c3ccccc3)nc2-c2cc3ccccc3o2)N1Cc1ccccc1 (stereo not drawn),-14.2%
CSc1nc(C)nc2c1c(=O)n(C)c(=O)n2C,-6.6%

# In the list so far, five contain a COOH group:
SMILES,mouse EphA4 binding
CC(C)C[C@H](NC(=O)NCCc1ccc(Cl)cc1)C(=O)O,-9.0%
O=C(O)c1ccc(/C=N/N2CCN(Cc3ccc(Cl)cc3)CC2)cc1,-7.5%
CCC(C)NC(=O)N[C@@H](Cc1ccccc1)C(=O)O (stereo partly drawn),-1.1%
CC(C)CC(NC(=O)c1ccco1)C(=O)O (stereo not drawn),-6.1%
Cc1ccc(N2CCN(C(=O)c3ccccc3NC(=O)/C=C\C(=O)O)CC2)cc1,2.9%
